GRIN3A LBD mod – NR3A (human) ligand-binding domain modulation | NR3A LBD differential scanning fluorimetry, Tm shift; 0% = protein alone, 100% = glycine-bound protein | Tm shift relative to glycine control, % at 25 µM | 340,000 tested, 2.5% active | AID 1259313;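 active = melting temperature shift of at least 10% of the positive control shift, at one fixed dose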
tim23-1 inh – inhibits growth of tim23-1 mutant yeast; S. cerevisiae tim23-1 growth, BacTiter-Glo luminescence, 24 h; inhibition, % at 20 µM; 330,000 tested, 1.3% active;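 active = growth inhibition of the mutant yeast at or above 50%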;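 also: temperature-sensitive mutant grown at 25 °C; plate controls were DMSO-treated mutant yeast for no effect and medium wells lacking yeast for full effect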
APJ ag – activates the human apelin receptor APJ; P35414; CHO-K1 APJ PathHunter beta-arrestin, luminescence; 0% DMSO wells, 100% apelin; activation, % at 20 µM; 330,000 tested, 0.11% active;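 active = activation more than six SD over the plate average, tested at 20 µM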;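 also: 0% = DMSO alone and 100% = apelin-13 at 10 nM; some results filed as inactive read as strong as hits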
Target sequence (P35414 whole entry, looked up): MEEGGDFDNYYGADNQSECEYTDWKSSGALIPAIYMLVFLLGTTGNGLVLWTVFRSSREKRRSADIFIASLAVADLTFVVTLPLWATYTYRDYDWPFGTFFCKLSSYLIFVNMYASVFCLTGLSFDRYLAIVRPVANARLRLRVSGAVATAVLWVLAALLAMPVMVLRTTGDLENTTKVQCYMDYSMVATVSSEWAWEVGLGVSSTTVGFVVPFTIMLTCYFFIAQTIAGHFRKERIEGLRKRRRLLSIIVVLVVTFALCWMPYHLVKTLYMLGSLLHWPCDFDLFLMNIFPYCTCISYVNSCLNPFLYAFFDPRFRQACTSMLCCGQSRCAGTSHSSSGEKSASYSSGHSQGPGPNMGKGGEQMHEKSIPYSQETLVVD
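Material: CHO-K1 APJ beta-arrestin complementation cell line; Input: cell density 1000 per well; Incubation: compound stimulation 90 min at 25 °C, detection 60 min; Signal: luminescence from split beta-galactosidase complementation, Galacton Star/Emerald II substrate; Controls: DMSO-only wells as negative, 10 nM Apelin-13 as positive control.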
NLRP3 yeast inh – blocks the NALP3 inflammasome reconstituted in yeast. Yeast reconstituted NLRP3/ASC/caspase-1, beta-gal luminescence, 24 h. inhibition, % at 10 µM. 330,000 tested, 0.39% active. AID 2825;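 active = inhibition of 50% or more; inactive = inhibition below 50%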;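 also: plate controls were induced DMSO wells for no effect and uninduced yeast grown without galactose for full effect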
MPTP block – blocks calcium-induced mitochondrial swelling | inhibition, % at 10 µM | isolated mouse mitochondria, Ca2+ swelling absorbance, 30 min | 360,000 tested, 1.4% active;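 active = inhibition of 50% or more, scaled per plate between neutral and stimulator controls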;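 also: 0% = DMSO wells given calcium and 100% = 1 mM EGTA wells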
APJ antag – APJ receptor antagonism | P35414 | CHO-K1 APJ beta-arrestin complementation, luminescence | inhibition, % at 20 µM | 330,000 tested, 0.32% active | AID 2521;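 active = inhibition above about 40% at 20 µM, limit read from the data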;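 also: cells challenged with 10 nM apelin-13 agonist together with compound; plate controls were apelin-13 plus DMSO wells for no effect and DMSO wells lacking apelin-13 for full effect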
MIN6 prolif – inducers of beta-cell replication in MIN6 cells; MIN6 cells proliferation, ATPlite luminescence, 48 h; cells starved in 0.2% serum; 100% = growth in 10% serum; proliferation, % at 10 µM; 330,000 tested, 0.29% active;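 active = compounds whose signal lies at least 3.5 SD above the mean of all wells on their plate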;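 also: 0% = DMSO-treated cells in low-serum medium and 100% = 10% serum control; some compounds called inactive have numbers as strong as hits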
TIM10 inh – growth inhibitors of TIM10 yeast strain; AID 463195; 330,000 tested, 1.4% active; inhibition, % at 10 µM; S. cerevisiae TIM10 strain growth, BacTiter-Glo luminescence, 24 h;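 active = inhibition of 40% or more at the single tested concentration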;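 also: wild-type TIM10 isogenic control strain grown at permissive 25 °C; 0% = DMSO yeast wells and 100% = minimal medium wells without yeast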
tim10-1 inh – inhibits growth of tim10-1 mutant yeast; 330,000 tested, 2.2% active; S. cerevisiae tim10-1 ts strain growth, BacTiter-Glo, 24 h; AID 463190; inhibition, % at 20 µM;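 active = inhibition of at least 40%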;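 also: mutant grown at 25 °C; 0% = DMSO wells with yeast and 100% = wells holding no yeast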
An asterisk follows results filed as active; . = no result given. This is a random part of the collection; any-hit rate near 7.2%.

Below each compound: GRIN3A LBD mod, tim23-1 inh, APJ ag, NLRP3 yeast inh, MPTP block, APJ antag, MIN6 prolif, TIM10 inh, tim10-1 inh
CC(=O)N1c2ccc(S(=O)(=O)NCCC(=O)NCCc3cccc(C)c3)cc2CC1C (centres undefined)
→ 0, -8, -1, 24, -0.5, 18, -4, -14, -6
COCCn1c(C)cc(C(=O)COC(=O)c2cccc(O)c2)c1C
→ -1, 20, -3, -12, 2.3, -8, -5, -4, 16
Cc1ccc(-c2csc3ncn(Cc4ccc(C(=O)O)cc4)c(=O)c23)cc1C
→ 1, 16, -1, 16, -2.3, 4, 3, 2, 5
O=C(NC(=S)Nc1ccccc1C(=O)O)c1cncc(Br)c1
→ 2, 1, -4, 13, -2.5, 21, -3, -8, -24
CCOC(=O)c1cccc(NC(=O)CSc2nc3ccccc3c(=O)n2CC)c1
→ -7, -5, -3, 12, -0.2, -11, -2, -6, 9
COc1ccccc1C(=O)CSc1nccn1C
→ 0, 19, 2, 19, 0.6, 9, 0, 10, 11
NC(=O)c1ccccc1OCC(=O)Nc1ccc2c(c1)CCC2
→ 0, 19, 0, 8, -2.3, 3, -2, 8, -5
O=C(Nc1cnc2ccccc2c1)c1cccc(-n2cnnn2)c1
→ 2, -36, 1, -8, 22, 13, -2, -16, -12
Cc1ccc(-c2csc(NC(=O)Cc3cccs3)n2)cc1C
→ -17, 7, -3, -10, 0.6, -12, -3, 8, 11
O=C(NC1CCCCCC1)C1c2ccccc2C(=O)N1CCCN1CCOCC1 (centres undefined)
→ 2, 10, -3, 7, 1.3, -1, -3, 6, -1
CCCCN(C(=O)C1=COCCO1)c1c(N)n(CCC)c(=O)[nH]c1=O
→ 1, 2, -1, 23, -3.1, 16, 4, 2, -13
C/C(=N/NS(=O)(=O)c1ccc(C)cc1C)c1ccc2c(c1)OCO2
→ 0, 18, -2, 38, 2.0, 4, -4, -8, 11
Cc1ccc(NC(=S)NNC(=O)c2nnn(-c3ccccc3)c2C)cc1
→ 2, 24, -4, 10, 1.1, -2, 0, 0, 34
CCC(=O)c1ccc(OCc2ccccc2)c(OC)c1
→ 11*, 16, 1, 24, 1.5, 3, 0, 12, 11
Cc1ccc2c(c1)/C(=C/c1ccc(F)cc1)C(=O)N2
→ -1, 62*, -3, 41, -0.2, 22, -7, 66*, 59*
CCOC(=O)c1c(N)sc(C(O)(C(F)(F)F)C(F)(F)F)c1-c1ccc(F)cc1
→ 0, 41, 2, -27, 3.1, -14, -6, 41*, 43*
Cc1cccc(-n2cc(C#N)c(=O)[nH]c2=O)n1
→ -1, 3, 0, -2, 0.9, 7, 3, 1, 5
Cc1ccccc1-n1ccnc1SCC(=O)NCC1CCCO1 (centres undefined)
→ -1, 13, -9, 8, -2.1, -2, 0, 3, 26
COc1ccc(OCC(=O)Nc2nnc(C)s2)cc1
→ 0, -3, 3, 10, -0.9, 16, 0, -3, -7
COc1ccc(C(=O)Nc2ccc(C(=O)NCC3CCCO3)cc2)c(OC)c1OC (centres undefined)
→ -2, 12, -3, 14, -1.1, 1, -2, -8, -1
Cc1cc(Nc2ccc(O)cc2)n2c(nc3ccccc32)c1C#N
→ 1, 3, 4, -1, 1.4, -43, -3, 0, 11
O=C(NCc1ccc2c(c1)OCO2)C1CCCN(S(=O)(=O)c2cccs2)C1 (centres undefined)
→ 0, 7, -3, 7, 1.2, 14, -1, -12, 18
Cc1cnn(C(=O)c2oc3ccccc3c2C)c1
→ -1, 4, -4, -5, -1.1, 3, 2, -1, 4
CC1CN(C)CCC1OC(=O)c1ccccc1 (centres undefined)
→ 1, 13, 2, 7, 0.1, 6, -2, -3, 8
COCCN1C(=O)N[C@@H](c2cccs2)C(C(C)=O)=C1C
→ 2, 0, 1, 17, -0.6, -13, 4, 5, 13
O=C(Nc1cccc(Cl)c1)N(Cc1nc2ccccc2c(=O)[nH]1)Cc1cccs1
→ 4, 1, -2, 5, 3.7, 11, -3, 7, -2
COc1ccc(NC(=O)c2sc3nc(Cc4ccccc4)cc(C(F)(F)F)c3c2N)cc1OC
→ -1, 7, -1, 13, -0.7, -2, 0, 7, 14
Cn1c(SC2CCCCC2=O)nnc1-c1ccccc1F (centres undefined)
→ 1, 4, 1, 7, -0.3, 10, -2, 12, 3
CN(CC(=O)Nc1ccc(F)c(F)c1F)C(=O)C1CSC2(C)CCC(=O)N12 (centres undefined)
→ 0, -7, -2, 7, -0.9, 27, 1, 9, 7
O=C(CCC1CCCN(C(=O)c2ccoc2)C1)NCc1ccccc1F (centres undefined)
→ -3, -2, -3, -2, -3.9, 6, 3, -7, 7
Cc1ccc(C(=O)OCC(=O)NCc2ccco2)cc1
→ 10*, 4, 1, 20, -1.7, 3, 0, 4, 20
O=C(CCCSc1nc2ccccc2[nH]1)Nc1ccccc1
→ -8, -17, 1, 5, 0.6, -13, -3, 5, -12
COc1ccc(Nc2c3c(nc4ccc(C)cc24)CCC3)cc1
→ -1, 17, -1, 6, 3.2, 17, -6, 24, 7
COc1cc(NC(=O)CCN2C(=O)NC3(CCCC3)C2=O)c(OC)cc1Cl
→ -2, -3, -4, 5, 4.5, 14, -6, -9, -3
COc1ccc(C2CC(C)(c3ccc(OC)cc3)Nc3ccccc3N2)cc1 (centres undefined)
→ 2, 19, -4, 30, 2.9, -3, -4, 23, 14
CN(C)/C=C(/C(=O)c1ccccc1Cl)S(C)(=O)=O
→ 1, 8, -4, 1, -1.3, 2, 4, -5, 24
CC(C)c1ccc(SCc2noc(C(=O)NCC3CCCO3)c2C(=O)O)cc1 (centres undefined)
→ 3, -2, 9, 8, 0.7, 18, -2, -8, 10
c1ccc(-c2nn3c(-c4ccccc4)nnc3s2)cc1
→ -2, -13, -4, 18, 1.8, 17, 3, -14, 23
Fc1ccc(-c2nnc(CSc3nnc4ccccn34)o2)cc1
→ -1, -8, -1, -11, 29, 1, 0, -12, -12
O=C(Nc1nnc(-c2ccc(Br)cc2)o1)C1=COCCO1
→ -3, 23, -6, 11, -1.7, 7, 1, 12, 6
COc1ccc(-n2nc(C(=O)O)c3ccccc3c2=O)c(OC)c1
→ 0, -9, 2, 3, -0.2, 11, 0, 2, -3
CNC(=O)CSc1cn(CC(=O)N(C(C)C)C(C)C)c2ccccc12
→ 2, 4, -3, -11, 0.5, 5, -3, -11, 19
C=CCn1cc(C(=O)NCCCN(CC)CC)c(=O)c2cc(S(=O)(=O)N3CCC(C)CC3)ccc21
→ 0, -1, 2, 11, -0.7, 8, -1, 2, 6
CC(C)n1cc(NC(=O)C2CC(c3cccc(Br)c3)=NO2)cn1 (centres undefined)
→ -10, 8, -5, 14, -3.7, 4, -2, 10, 26
OCCOCCn1c(C2CCCN2c2nc(-c3ccc(F)cc3)cs2)nc2cc(C(F)(F)F)ccc21 (centres undefined)
→ -8, 23, 6, 2, -1.2, -4, -8, -36, 28
Cc1ccc(S(=O)(=O)N2CCC(C(=O)NNC(=O)c3ccccc3O)CC2)cc1
→ 0, 4, 6, 12, -2.8, -5, -1, 9, 7
COC(=O)COc1ccc(S(=O)(=O)NCc2ccncc2)cc1
→ 1, 0, 0, -7, 85*, 2, -1, -14, -7
CSc1ccc(C2=CC(=O)C[C@H](c3ccc(Cl)cc3)C2)cc1
→ 2, 26, -4, 6, -1.0, 3, -5, 1, -2
CN(N=Nc1ccc([N+](=O)[O-])cc1)c1ccccc1
→ -3, -26, -2, 12, 0.7, 17, 2, 4, 23
CCn1c(=O)c(C(=O)NCc2ccccc2)c(O)c2ccccc21
→ 1, 36, -4, 14, 2.0, -8, -1, -14, -43
COc1ccc(OC)c(C2C(C#N)=C(N)Oc3cc(N)ccc32)c1 (centres undefined)
→ 0, 10, -2, 5, 1.1, -7, 1, 15, 16
COc1ccc(C2C(C(=O)Nc3cc(C)on3)c3ccccc3C(=O)N2C)cc1OC (centres undefined)
→ -1, 5, 7, 4, -1.6, -6, -3, 1, 10
CCOc1ccc(N2CC(C(=O)NCCc3ccccc3)CC2=O)cc1 (centres undefined)
→ 0, 1, -1, 21, -0.3, -4, 0, -7, 6
N/C(CN1CCSCC1)=N\OCc1c(F)cccc1Cl
→ 0, 2, -3, -19, 0.3, -2, 2, -7, -3
Oc1ccc(C=NC2CCCCC2)c(O)c1
→ 0, 23, 0, 7, -1.2, -12, -2, -1, 24
Cc1cc(NC(=O)COC(=O)CCS(=O)(=O)c2ccc(Cl)cc2)no1
→ 0, 0, 0, 17, -0.4, -7, 0, -4, 3
O=C(c1ccccc1-c1ccccc1)N1CCCCC1
→ 2, 11, -4, -4, -0.7, 6, -3, 17, 26
O=C(COC(=O)c1cccs1)Nc1cccc(S(=O)(=O)NC2=NCCCCC2)c1
→ -2, -7, -8, 17, 0.2, -12, 1, 11, 9
Cn1nnnc1Sc1ncnc2scc(-c3cccs3)c12
→ -1, 22, -2, 37, ., 3, -7, 6, 11
Cc1cc(C)n(-c2nnc(C)n2/N=C/c2ccco2)n1
→ 0, 3, -3, 0, -2.3, 3, -1, 3, -2

(list continues)
Below each compound: GRIN3A LBD mod, tim23-1 inh, APJ ag, NLRP3 yeast inh, MPTP block, APJ antag, MIN6 prolif, TIM10 inh, tim10-1 inh
O=C1COc2ccc(C(=O)COC(=O)c3ccc([N+](=O)[O-])cc3Cl)cc2N1
→ -6, 2, 17, 13, -1.0, -129, 3, 26, 17
Cc1cc2nc(CCN3CCOCC3)n(S(=O)(=O)c3ccc(C(C)(C)C)cc3)c2cc1C
→ 3, 30, 5, 10, 1.0, -5, -4, 13, 17
Cc1ccc(CNS(=O)(=O)N(C)C)cc1
→ -1, 10, -4, 3, -1.0, 9, -4, -11, 0
CCOC(=O)C1(CCc2ccccc2)CCN(C(=O)c2cc(C)nc(C)n2)CC1
→ 2, 2, -2, 15, 1.4, -50, 0, -3, -3

Structures listed above shown as hits in GRIN3A LBD mod:
Structure,GRIN3A LBD mod,APJ ag,NLRP3 yeast inh,MPTP block,APJ antag,tim10-1 inh
CCC(=O)c1ccc(OCc2ccccc2)c(OC)c1,11*,1,24,1.5,3,11
Cc1ccc(C(=O)OCC(=O)NCc2ccco2)cc1,10*,1,20,-1.7,3,20

Bioassay records as filed in PubChem.
